# From PubChem
# Vif imaging: HIV Vif self-association inhibitors, primary screen, imaging, HEK293T, single point; 340,000 tested, 0.35% active; HEK293T cells, Vif self-association by quenched fluorescence, 24 h; inhibition, % at 7.49 µM; in the data active = inhibition above about 50%, passing the limit was not always enough; note: some results filed as inactive read as strong as hits
# N-glyco inh: increase of ERlucT glycosylation luciferase signal, primary screen, N-linked glycosylation inhibitor project, D54 ERlucT cells, luminescence, set 2; D54 ERlucT glycosylation luciferase reporter, 24 h; percent of 100 nM tunicamycin response; reporter increase, % at 12.5 µM; 360,000 tested, 0.23% active;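 active = mean luciferase reporter signal, scaled so untreated is 0 and the glycosylation-blocking control 100, at or above a set limit in every replicate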;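 note: luciferase carries N-glycosylation sites so blocking glycosylation raises the light; 0% = median of neutral control wells and 100% = median of 100 nM tunicamycin wells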
# MC4R barr agon: MC4R agonists recruiting beta-arrestin, primary screen, cell-based, luminescence, agonist arm of biased-ligand search | U2OS MC4R beta-arrestin complementation; percent of melanotan II response, DMSO zero | activation, % at 8.9 µM | 360,000 tested, 0.98% active | AID 540308, 2011;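 active = activation above a per-plate cutoff, the mean activation of sample wells on that plate plus 3 SD, cut at about 8% in these data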
# aDG glyco act: activators of alpha-DG glycosylation, primary screen, uHTS, Pro5-aDG cells, AlphaScreen; alpha-DG glycosylation AlphaScreen (IIH6); 0% Pro5, 100% B10-LARGE cell signal; activation, % at 10 µM; 360,000 tested, 0.22% active; AID 624168, 2012;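 active = activation of at least 8% versus controls, or a plate z-score of at least 8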;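 note: Pro5 are CHO cells carrying HIG-tagged alpha-DG that lacks glycosylation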
# H9c2 protect: cardioprotection against H2O2-induced cell death, primary screen, uHTS, H9c2 cells, ATPLite luminescence; protection from H2O2 cell death, % at 20 µM; 360,000 tested, 0.63% active; H9c2 cardiomyocytes, H2O2 injury protection, 2 h; AID 588492, 2011;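 active = compounds giving at least 50% protection of heart cells from peroxide-induced death in the single-dose screen, raw or plate-pattern-corrected value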;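 note: 0% = DMSO wells with peroxide and 100% = DMSO wells without peroxide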
# ABCB6 inh MLPCN: ABCB6 transporter inhibitors, primary screen, K562-ABCB6 cells, flow cytometry, MLPCN library; AID 602162, 2011; 360,000 tested, 0.19% active; ATP-binding cassette sub-family B member 6 (Homo sapiens), Q9NP58; K562-ABCB6 porphyrin accumulation, 1 h; active compounds read low; fluorescence ratio to DMSO, % at 10 µM;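 active = fluorescence ratio to DMSO below 75%, the collection mean minus 3 SD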;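 note: signal is porphyrin accumulated inside mitochondria; 100% equals median channel fluorescence of DMSO control wells; lower ratio means ABCB6 inhibition with less porphyrin fluorescence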
# Target sequence (Q9NP58 whole entry, looked up): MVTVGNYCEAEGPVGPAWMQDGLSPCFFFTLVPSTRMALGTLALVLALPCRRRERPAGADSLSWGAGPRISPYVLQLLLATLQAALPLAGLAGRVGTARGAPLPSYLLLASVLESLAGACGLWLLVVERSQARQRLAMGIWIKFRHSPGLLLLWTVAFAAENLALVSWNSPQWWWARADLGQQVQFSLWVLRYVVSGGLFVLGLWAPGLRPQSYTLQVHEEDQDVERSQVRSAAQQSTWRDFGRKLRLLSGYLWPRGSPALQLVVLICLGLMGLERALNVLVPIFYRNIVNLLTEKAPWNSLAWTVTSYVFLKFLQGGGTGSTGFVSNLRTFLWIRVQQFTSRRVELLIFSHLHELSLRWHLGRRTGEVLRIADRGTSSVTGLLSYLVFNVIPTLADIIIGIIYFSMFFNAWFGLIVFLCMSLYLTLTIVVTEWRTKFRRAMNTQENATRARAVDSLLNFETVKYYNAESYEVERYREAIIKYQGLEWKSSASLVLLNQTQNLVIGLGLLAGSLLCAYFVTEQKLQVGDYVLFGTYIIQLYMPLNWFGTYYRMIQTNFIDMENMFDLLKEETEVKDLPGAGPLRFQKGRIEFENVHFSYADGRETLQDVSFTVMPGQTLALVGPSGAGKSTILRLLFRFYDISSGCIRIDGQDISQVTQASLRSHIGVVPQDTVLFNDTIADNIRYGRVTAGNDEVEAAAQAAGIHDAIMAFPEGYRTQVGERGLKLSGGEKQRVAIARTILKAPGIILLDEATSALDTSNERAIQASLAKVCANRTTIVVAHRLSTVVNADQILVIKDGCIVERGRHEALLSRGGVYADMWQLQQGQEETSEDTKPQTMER
# PDI turbidity: inhibitors of human PDI, primary screen, biochemical, turbidity, single point, plate reader. Protein disulfide-isomerase (Homo sapiens), P07237. PDI insulin aggregation turbidity, A650, 90 min. inhibition, % at 10 µM. 350,000 tested, 0.052% active;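 active = mean inhibition across replicates of 30% or more, whatever share of single replicates reach that level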;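 note: absorbance from insulin aggregation driven by PDI reduction with DTT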
# CaV13 FRET inh: Disruptors of the CACNA1D IQ motif to Ca2+-dependent inactivation inhibitor domain association, primary screening, Förster resonance energy transfer in intact living … | inhibition, % at 12.3 µM | 340,000 tested, 0.098% active | HEK cells, CFP/YFP FRET ICDI-IQ, plate reader, 10 min; percent FRET-ratio fall versus neutral wells | AID 743397;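 active = mean replicate inhibition of at least 30% and at least 1% of replicates passing that level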;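 note: 0% = median of the neutral control wells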
# HTR2A ag: mouse Htr2a agonists via beta-arrestin recruitment, primary screen, cell-based, luminescence. AID 624169, 2012. 360,000 tested, 0.66% active. activation, % at 7.6 µM. CHO-K1 mHTR2A beta-arrestin complementation; percent of 30 µM serotonin response. 5-hydroxytryptamine receptor 2A (Mus musculus), P35363;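 active = activation above a run cutoff, the mean activation of all tested compounds plus 3 SD, cut at about 14% in these data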;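 note: 0% = plate median of compound wells and 100% = 30 µM serotonin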
# MC4R antag cAMP: MC4R antagonists of cAMP signaling, primary screen, cell-based, TR-FRET, antagonist arm of biased-ligand search | 360,000 tested, 0.48% active | AID 540295, 2011 | MC4R-expressing cells, MTII-stimulated cAMP, LANCE TR-FRET | inhibition, % at 6.5 µM | Melanocortin receptor 4 (Homo sapiens), P32245;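 active = inhibition above its plate's cutoff, the mean of tested wells on that plate plus 3 SD, cut at about 29% in these data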;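 note: 0% = Melanotan II alone and 100% = Melanotan II plus saturating MCL0020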
#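 system = U2OS cells with stable human MC4R expression | also added = Melanotan II challenge after compound preincubation | dosing = one concentration, 6.5 µM nominal | incubation = compound 30 min, challenge 1 h, detection 1 h | measured by = TR-FRET with Eu-cAMP and labeled anti-cAMP, 671 nm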
# Numbers without * were called inactive; x = no result given.
structure,Vif imaging,N-glyco inh,MC4R barr agon,aDG glyco act,H9c2 protect,ABCB6 inh MLPCN,PDI turbidity,CaV13 FRET inh,HTR2A ag,MC4R antag cAMP
O=C(Cn1nc(-c2ccccc2)ccc1=O)Nc1ccc(N2CCN(C(=O)c3ccccc3)CC2)cc1,0.4,-3.1,-1.9,0.1,2.2,101.0,8.3,x,-2.0,4.7
CN(CC(=O)N1CCN(c2ccccn2)CC1)S(=O)(=O)c1ccccc1,-1.8,0.8,-0.8,-0.2,0.4,101.0,-8.2,-2.3,-1.7,10.8
CCN(CC)S(=O)(=O)c1cc(C(=O)Nc2ccc(Cl)cn2)ccc1C,x,-9.0,-0.8,0.3,-20.4,183.0,-3.2,-6.9,-3.6,0.2
CC(C)CCn1c(Sc2nc3ccccc3o2)nc2c1c(=O)[nH]c(=O)n2C,3.2,-13.6,-1.2,2.1,18.8,98.0,15.9,-3.7,-3.8,3.8
CC1(NC(=O)c2cccc(S(=O)(=O)N3CCN(c4ccc(F)cc4)CC3)c2)CCS(=O)(=O)C1 (stereo not drawn),2.9,-0.6,-1.1,0.0,-17.6,98.0,-2.3,-5.4,7.8,-3.2
Cc1cc(NC(=O)CC2CCCC2)n(-c2nc3ccccc3[nH]2)n1,-8.7,1.6,-1.9,-0.2,32.5,97.0,3.5,x,-0.6,-7.7
COc1cc(/C=N/N=C2\CC3CCC2(C)C3(C)C)ccc1O (stereo not drawn),13.2,1.3,-1.2,-0.2,3.1,97.0,13.5,-2.3,7.0,-3.2
O=C(COC(=O)C1CC1)NC(=O)c1ccccc1,-7.7,0.9,0.5,0.0,13.6,93.0,4.2,-16.8,-1.9,-2.3
COC(=O)c1sc(S(=O)(=O)NC(Cc2ccccc2)C(=O)O)c(C(=O)OC)c1C (stereo not drawn),26.5,0.6,-1.8,0.2,5.4,101.0,-2.1,-4.1,-3.6,0.6
Cc1cnc(C(=O)NCCc2ccc(C(F)(F)F)cc2)cn1,16.4,-0.1,0.0,0.2,-2.6,97.0,3.4,-4.9,-0.2,-2.6
Cc1ccc(S(=O)(=O)NCCC(=O)N2CCCCCCC2)cc1C,-11.4,-1.4,0.2,0.3,0.5,101.0,-0.5,-17.7,6.2,8.3
Cc1ccccc1C(=O)Nc1ccc(C(=O)O)cc1NC(=O)c1ccccc1C,11.2,-0.1,-2.4,-0.1,3.9,96.0,-2.8,-1.8,5.4,19.0
COc1ccc(NC(=O)Nc2ccc3c(c2)C(=O)N([C@H](C)CO)C[C@H](C)[C@@H](CN(C)S(=O)(=O)c2ccc(F)cc2)O3)cc1,-4.9,-1.4,-0.6,0.1,7.7,97.0,15.3,-5.8,18.3*,-1.9
Cc1cc(C)cc(OCC(=O)NCC2CCCO2)c1 (stereo not drawn),-8.7,-2.7,1.0,0.4,5.4,102.0,-0.3,x,3.3,0.5
O=C1CN2C(=Nc3ccc(Cl)cc3C2c2ccccc2)CN1 (stereo not drawn),-6.9,0.8,-0.8,-0.3,4.7,94.0,4.4,-6.3,-1.1,5.7
CC1CCCN(C(=S)Nc2ccc3nc4n(c(=O)c3c2)CCCCC4)C1 (stereo not drawn),0.6,-0.5,-1.7,0.6,-5.0,106.0,8.4,-2.7,-0.7,21.3
CC(C)Cc1nnc(NC(=O)CSc2ncn[nH]2)s1,-2.2,1.3,0.2,0.1,0.7,86.0,0.5,-2.2,8.8,-6.9
COCC1CCN(C(=O)c2cc(COc3ccc(-n4cncn4)cc3)on2)CC1,24.4,1.0,-1.9,0.1,-2.2,110.0,-1.5,-5.9,3.5,-2.4
COCC(=O)N(C)c1nnc(-c2ccccn2)s1,14.7,-0.8,-0.3,-0.2,3.6,94.0,-11.4,x,-0.5,-1.1
COc1ccc(CCNC(=O)CSCC(=O)Nc2ccccc2)cc1OC,6.2,0.3,-1.2,0.0,-4.1,94.0,-3.0,-13.1,-1.9,0.7
CCOC(=O)C[C@H]1c2cc(F)ccc2S(=O)(=O)N1c1ccccc1,-1.8,-0.9,-2.2,-0.1,-0.9,97.0,-5.3,-9.4,-1.4,6.9
Cc1cccc(S(=O)(=O)NCCC(=O)OC(C)C(=O)NC(=O)NC2CCCCC2)c1 (stereo not drawn),-1.5,0.1,-1.0,-0.1,-5.2,87.0,-19.1,0.1,1.1,4.0
CSc1ccccc1-c1ccc2nccn2c1,0.3,3.4,0.1,0.6,-10.2,96.0,23.6,-4.7,4.6,-3.8
COc1ccc(Cl)cc1NC(=S)NNC(=O)C1(C)CC1(Cl)Cl (stereo not drawn),-9.4,3.1,-3.3,-0.3,-9.1,97.0,-4.5,-5.0,2.2,-0.4

# No new results follow: an excerpt of the list.
structure,Vif imaging,N-glyco inh,MC4R barr agon,aDG glyco act,H9c2 protect,ABCB6 inh MLPCN,PDI turbidity,CaV13 FRET inh,HTR2A ag,MC4R antag cAMP
COc1ccc(NC(=O)Nc2ccc3c(c2)C(=O)N([C@H](C)CO)C[C@H](C)[C@@H](CN(C)S(=O)(=O)c2ccc(F)cc2)O3)cc1,-4.9,-1.4,-0.6,0.1,7.7,97.0,15.3,-5.8,18.3*,-1.9
Cc1cc(C)cc(OCC(=O)NCC2CCCO2)c1 (stereo not drawn),-8.7,-2.7,1.0,0.4,5.4,102.0,-0.3,x,3.3,0.5

# The list goes on.
structure,Vif imaging,N-glyco inh,MC4R barr agon,aDG glyco act,H9c2 protect,ABCB6 inh MLPCN,PDI turbidity,CaV13 FRET inh,HTR2A ag,MC4R antag cAMP
Cc1ccc(F)c(NC=C2C(=O)OC(C)(C)OC2=O)c1,-1.3,1.2,0.8,0.0,40.1,90.0,4.6,-7.8,-5.6,-10.4
NS(=O)(=O)c1cccc(NC(=O)CN2CCN(Cc3ccc4c(c3)OCO4)CC2)c1,-0.9,2.0,-1.8,-0.1,-2.3,95.0,0.9,-17.0,2.3,-0.9
O=S(=O)(c1cc(Cl)ccc1Cl)N1CCN2CCCC2C1 (stereo not drawn),8.5,1.3,-2.4,-0.1,1.7,101.0,-2.9,2.2,-6.6,1.4
Cc1cccc(NCN2C(=O)c3ccncc3C2=O)n1,7.6,1.2,-0.7,-0.2,4.8,97.0,6.1,-7.4,2.3,4.2
O=C(COC(=O)C1CCC1)NCc1ccc(Cl)cc1Cl,x,-0.5,-3.3,0.0,-1.4,97.0,-1.3,-4.7,-5.1,2.8
COc1cc(-c2nnc(SCC3(c4ccc(Br)cc4)OCCO3)o2)cc(OC)c1OC,-1.5,49.3*,-1.5,0.0,1.8,95.0,-9.2,x,2.0,5.0
O=C(c1ccco1)[C@@H]1[C@@H]2C(=O)N(c3ccccc3)C(=O)[C@@H]2C2c3ccccc3C=CN21 (stereo partly drawn),3.5,0.5,-1.9,0.4,1.8,96.0,-7.8,-5.5,-1.9,-4.6
COc1ccccc1NC(=O)CC1C(=O)Nc2c1c(=O)n(C)c(=O)n2C (stereo not drawn),-9.3,0.8,-1.8,1.4,-0.4,108.0,-0.9,-5.4,1.8,-3.3
CS(=O)(=O)N(CC(=O)NC1CCCCCC1)Cc1ccc(Cl)cc1,-5.1,-0.8,0.4,-0.2,-1.5,99.0,-1.3,-3.2,-6.9,6.2
C[C@H](CO)N1C[C@H](C)[C@@H](CN(C)Cc2ccncc2)Oc2ncc(Br)cc2C1=O,x,2.2,2.0,0.3,5.6,101.0,2.8,-7.3,3.9,-2.4
Cc1ccoc1C(=O)NCCNC(=O)c1occc1C,0.0,-0.1,0.2,-0.2,7.1,97.0,-1.6,x,4.0,9.3
CC(C(=O)NC1CCCC1)N1CCN(S(=O)(=O)c2ccc(C(C)(C)C)cc2)CC1 (stereo not drawn),8.3,0.8,-1.0,0.4,-5.9,88.0,-12.2,-6.2,0.2,-0.9
CCCCC(C)n1[nH]c(=O)c2c(C)cc(C)nc21 (stereo not drawn),2.1,0.5,-1.6,0.0,-6.1,97.0,-2.6,-2.7,3.0,4.3
N#Cc1ccccc1COC(=O)CCC(=O)c1cccs1,-5.6,-0.1,-2.0,-0.1,3.4,101.0,6.6,-2.2,-9.4,1.1
O=C(Nc1ccc(Cl)cc1F)C1CC1,-1.0,-2.6,-1.6,-0.1,3.8,102.0,-3.4,-4.6,1.1,12.5
CCOC(=O)C1c2cccc(O)c2CCN1C(C)=O (stereo not drawn),-1.8,1.7,-2.4,0.1,7.9,94.0,-9.3,-6.5,-0.1,9.1
O=C(/C=C/c1ccc(S(=O)(=O)N2CCOCC2)cc1)NCc1ccc(Cl)cc1,-4.5,-4.5,-1.4,0.2,-3.8,101.0,2.0,-4.5,-2.6,1.4
O=C(CN1CCN(c2ccc(Cl)cc2)CC1)NCc1cccs1,1.4,1.2,-0.2,0.5,6.2,97.0,8.3,-9.7,-1.4,3.7
C=CCN1C(=O)CSC1=Nc1ccc(O)cc1,3.1,-0.6,0.6,-0.1,-2.3,94.0,-0.5,-3.6,-4.0,-8.2
COc1ccc(Cl)cc1NC(=O)c1cnccn1,-3.3,-2.1,-0.9,-0.1,-4.8,97.0,-5.3,-20.3,10.8,15.4
Cc1cc(=O)[nH]c(N2CCCNCC2)n1,-3.8,2.9,-0.9,-0.2,4.8,102.0,-2.1,x,11.2,-3.4
COc1ccc(/C=N/n2c(C)nc3ccccc3c2=O)cc1,31.1,3.9,1.0,-0.1,5.3,98.0,-1.6,-2.1,2.7,3.6
O=C(Cc1cccs1)Nn1c(Cc2cccs2)nc2ccccc2c1=O,-9.2,-1.8,-2.1,0.0,11.0,98.0,7.3,-9.1,1.4,1.5
Cc1ccc(-n2nnnc2CNC(=O)c2ccc([N+](=O)[O-])o2)cc1C,x,-0.1,-2.3,0.8,-11.4,97.0,-1.6,-2.8,1.9,12.9
Cc1nc(CNC(=O)CC2C(=O)NCCN2Cc2ccoc2)nc2c1CCCC2 (stereo not drawn),-2.5,-0.3,1.2,0.0,0.2,97.0,1.2,-6.4,-3.6,-8.0
O=C(Cc1ccccc1F)Nc1ccc(S(=O)(=O)Nc2ncccn2)cc1,5.4,-3.6,0.5,0.0,0.0,95.0,-3.4,-3.0,-2.2,6.3
CCc1ccccc1NC(=O)c1cc(-c2cccc(O)c2)on1,x,-0.3,5.2,2.3,-7.8,100.0,x,-6.9,5.1,6.7
O=C(O)CCC(=O)Nc1nc2nccc(-c3ccccc3)n2n1,23.3,-0.8,1.4,-0.1,1.6,101.0,4.1,10.0,-1.1,2.2
